WRN helicase inh – WRN helicase (human) inhibition; Q14191; WRN helicase unwinding, fluorescent forked duplex, kinetic; Potency, µM (top dose mostly 114 µM), for the others: top-dose activity change, negative = inhibition, actives largely listed as inhibitors; actives 0.46% (n = 360,000); AID 651768; also: potency is read from the fitted curve at half-maximal effect; % is scaled to controls: 0 for no effect and ±100 for the full control effect; nearly all actives have a fitted effect of over 55% in size
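Kinetic red-fluorescence monitoring (525/598 nm) tracks WRN helicase activity after 100 nM fluorophore-quencher forked duplex and 2 mM ATP are added to 20 nM enzyme pretreated 15 min at room temperature with compound.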
CCT modulator – cytosolic chaperonin activity modulation. purified chaperonin ATPase assay, HTRF ADP detection, 30 min. activity change, % (concentration not given with the values), hits read low. actives 0.3% (n = 360,000). AID 651819; in the data active = activity change below about -30%; also: % is scaled to controls: 0 for no effect and ±100 for the full control effect
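Nucleotide hydrolysis assay: TRiC at 20–40 nM final (set by batch activity) with 10 uM ATP, 30 min at 37 °C, in presence of 76 uM compound. Detection by competitive ADP HTRF, 30 min ambient.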
PI5P4Ka inh – blocks human PI5P4K alpha kinase activity; P48426; actives 1.2% (n = 330,000); PI5P4Kalpha enzyme, ADP-Glo luminescence, 60 min; active compounds read low; max response, %; AID 652105; active = max response of -50% or lower; inconclusive = between -30% and -50%; inactive = -30% or higher; also: value at the top dose of about 77 µM; % is scaled to controls: 0 for no effect and ±100 for the full control effect
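Human PI5P4Kalpha with substrate in 0.038 M HEPES pH 7.4, 0.28 mM EGTA, 0.1% CHAPS, 5% DMSO; reaction started with 5 microM ATP (final), 60 min at room temperature. ADP formed read by ADP-Glo luminescence.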
PLK1 PBD inh – PLK1 (human) polo-box domain binding inhibition; actives 2.8% (n = 360,000); Potency, µM, for inactives: max response, negative = inhibition, actives largely listed as inhibitors; Plk1 PBD binding of FITC phosphopeptide, fluorescence polarization; also: potency is read from the fitted curve at half-maximal effect; series mostly up to about 57 µM; % is scaled to controls: 0 for no effect and ±100 for the full control effect; nearly all actives have a fitted effect of over 65% in size
IL-2 act – IL-2 activation. IL-2 activation reporter assay, cell-based qHTS; stimulated with anti-CD3/CD4/CD28 beads; in transgenic mouse T cells. activation, % (series mostly up to about 46 µM). actives 0.065% (n = 360,000). AID 652025; in the data active = activation above about 50%; inconclusive = mostly about 30% to 49%; also: 0% is about no effect
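Quantitative HTS in unstimulated transgenic mouse T cells, with memory T cells as non-tolerant control and PMA/ionomycin as tolerance-bypass control. Compound pretreatment lasted 60 minutes before 18 h bead stimulation; EGFP/DsRed fluorescence read.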
EPAC1 antag – antagonists of human EPAC1; O95398; EPAC1 GEF assay, Rap1b-BODIPY-GDP exchange fluorescence; Potency, µM (doses to about 115 µM), for inactives: at the top dose activity change, negative = inhibition, actives largely listed as inhibitors; actives 0.14% (n = 360,000); AID 720709;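 also: potency is read from the fitted curve at half-maximal effect; plate controls were vehicle for no effect and positive control for full effect; nearly all actives have a fitted effect of over 50% in size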
EPAC2 ag – agonists of human EPAC2 (RAPGEF4) | Potency, µM (doses to about 154 µM), without a hit: at the top dose activation, actives largely listed as activators | AID 720711 | EPAC2 activation, biochemical qHTS; response scale: 100% = 6.5 mM cAMP response | actives 0.079% (n = 360,000) | Q8WZA2; also: potency is read from the fitted curve at half-maximal effect; nearly all actives have a fitted effect of over 50% in size
Target sequence (Q8WZA2 whole entry, looked up): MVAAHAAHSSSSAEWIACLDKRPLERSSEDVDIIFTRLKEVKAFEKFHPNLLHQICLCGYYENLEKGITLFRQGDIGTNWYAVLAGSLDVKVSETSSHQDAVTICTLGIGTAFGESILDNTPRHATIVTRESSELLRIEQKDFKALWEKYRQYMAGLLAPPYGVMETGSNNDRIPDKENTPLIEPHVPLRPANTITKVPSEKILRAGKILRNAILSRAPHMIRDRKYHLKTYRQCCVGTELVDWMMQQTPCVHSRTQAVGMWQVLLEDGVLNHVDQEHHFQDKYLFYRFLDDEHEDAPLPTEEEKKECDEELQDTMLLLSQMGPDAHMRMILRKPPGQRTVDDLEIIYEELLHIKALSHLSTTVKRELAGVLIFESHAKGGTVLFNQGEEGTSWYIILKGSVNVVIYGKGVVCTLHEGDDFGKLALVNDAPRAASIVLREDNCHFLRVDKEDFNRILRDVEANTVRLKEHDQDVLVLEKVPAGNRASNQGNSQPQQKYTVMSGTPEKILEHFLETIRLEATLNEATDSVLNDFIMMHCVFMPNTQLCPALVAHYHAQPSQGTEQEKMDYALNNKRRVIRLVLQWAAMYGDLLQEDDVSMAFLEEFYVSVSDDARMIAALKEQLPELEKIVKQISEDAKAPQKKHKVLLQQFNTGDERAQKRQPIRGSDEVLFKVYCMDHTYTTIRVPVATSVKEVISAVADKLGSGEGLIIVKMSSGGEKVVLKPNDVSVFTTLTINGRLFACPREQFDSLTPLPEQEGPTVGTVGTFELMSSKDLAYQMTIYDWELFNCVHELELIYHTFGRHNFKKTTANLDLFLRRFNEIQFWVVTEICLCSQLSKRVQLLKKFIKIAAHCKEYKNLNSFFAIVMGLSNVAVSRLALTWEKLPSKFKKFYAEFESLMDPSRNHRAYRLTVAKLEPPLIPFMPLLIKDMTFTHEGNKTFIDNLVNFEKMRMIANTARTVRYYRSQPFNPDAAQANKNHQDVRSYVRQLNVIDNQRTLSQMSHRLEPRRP
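Compounds were titrated in qHTS against a Rap1B-BODIPY-GDP (250 nM) complex with EPAC2 (100 nM) and GDP (50 uM). BODIPY-GDP release tracked at 480/540 nm over 30 min at room temperature, normalized to 6.5 mM cAMP.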
EPAC1 agonist – activates human EPAC1 exchange factor; O95398; actives 0.073% (n = 360,000); Potency, µM (series often up to 154 µM), inactives show at the highest dose activation, most hits filed as activators; AID 720707; EPAC1 agonist qHTS, biochemical assay; response scale: 100% = response to 6.5 mM cAMP; also: potency is read from the fitted curve at half-maximal effect; nearly all actives have a fitted effect of over 60% in size
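Fluorescent GDP-exchange assay: 100 nM EPAC1 with 250 nM Rap1B preloaded with BODIPY-GDP and 50 uM GDP; compounds tested as concentration series, 5 min at room temperature, then read every 5 min for 30 min (ex 480/em 540 nm); normalized to 6.5 mM cAMP.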
Active calls of the source: *; u = inconclusive; x = no result given; [ ] = another dose, or the depositor's remark. Unless noted, calls follow the shape of the dose curve; as a rule, active = well fitted curve in the direction sought with a large enough effect; inconclusive = small, poorly fitted or top-dose-only effect, or another doubt; inactive = no such curve, though single readings can be large; an effect the other way counts as inactive or inconclusive. Some of the compounds tested. The share of hits here may be higher or lower than overall.

SMILES | WRN helicase inh | CCT modulator | PI5P4Ka inh | PLK1 PBD inh | IL-2 act | EPAC1 antag | EPAC2 ag | EPAC1 agonist
Cc1cc(N/C=C/C(=O)c2ccccc2)ccc1Br | -16% | -2.8 | -2 | -7% | -0.3 | -6% | 3% | 13%
CCN1CCN(C(=O)c2ccccc2N(Cc2ccccc2)S(C)(=O)=O)CC1 | -3% | 1.4 | x | 0% | -2.4 | 8% | -5% | 1%
Cc1ccc(NC(=O)CSc2nccn2Cc2ccccc2)cc1C | -3% | -1.2 | -3 | -8% | -0.2 | 1% | 6% | 7%
Cc1nc(N2CCC(C)CC2)c2c(C)c(C(=O)Nc3ccccc3C(F)(F)F)sc2n1 | -18% | -0.7 | -6 | -2% | -6.0 | -10% | 5% | -12%
CCN(CC)S(=O)(=O)c1cccc(NC(=O)CCNC(=O)c2ccccc2Cl)c1 | 10% | -0.2 | -3 | -23% | -4.5 | -10% | -6% | 6%
Cc1cnc(NC(=O)CSc2ccccc2)s1 | -8% | 2.5 | x | -3% | 2.0 | 3% | -12% | -1%
CCOc1ccccc1N1CCN(C(=O)c2cc3cc(OC)ccc3[nH]2)CC1 | -8% | -0.3 | 0 | -7% | 1.1 | -4% | 11% | 15%
Cc1ccc(S(=O)(=O)NC(CC(=O)N2CCOCC2)c2ccco2)cc1 (centres undefined) | 5% | 0.0 | 2 | 30µM* | 1.3 | 2% | 3% | 2%
CC(C)C[C@@]12C(=O)N(c3cccc(Br)c3)C(=O)N1[C@H](c1ccc(F)cc1)[C@@H]1C(=O)N(C3CCCCC3)C(=O)[C@@H]12 | 0% | -7.4 | -2 | 5% | 0.8 | 4% | -3% | -5%
CCCc1ccc(C(=O)N2CCN(c3ccccc3OCC)CC2)cc1 | -1% | -2.6 | x | -12% | 0.3 | -7% | 8% | 9%
O=C(Nc1ncccn1)C1c2ccccc2Oc2ccccc21 | 2% | -1.6 | 8 | -12% | 1.0 | -7% | -9% | -5%
C=CCN1C(=O)C2C(C(=O)NC)C3C=CC2(O3)C1C(=O)NCc1ccc(OC)cc1 (centres undefined) | -12% | 1.8 | 8 | 4% | -1.3 | 6% | 0% | 7%
Cc1nc2nc(C)c(CCC(=O)N3CCN(c4ccccn4)CC3)c(C)n2n1 | -1% | -0.1 | x | -5% | -1.0 | -4% | 10% | 8%
C/C(=N\Nc1ccc(Cl)cc1)c1ccccn1 | 0% | -0.9 | x | -10% | -2.7 | 1% | 8% | 25%
O=C(CCCCCn1c(=S)[nH]c2cc3c(cc2c1=O)OCO3)N1CCN(C(=O)c2ccco2)CC1 | u | -0.4 | -3 | -13% | -3.5 | -13% | 7% | -5%
N#Cc1ccc(Oc2ccc(C(F)(F)F)cc2NC(=O)c2ccc(F)cc2)cc1 | -8% | -0.4 | 9 | 2% | -0.4 | -7% | 7% | 3%
Cc1ccc(S(=O)(=O)N2CCN(C(=O)C3Cc4ccccc4CN3C(=O)c3ccco3)CC2)cc1 (centres undefined) | -9% | 0.7 | u | 1% | -1.7 | -2% | 9% | 3%
CCCCn1c(SC(C)C(N)=O)nc2cc(C(=O)OC)ccc2c1=O (centres undefined) | 5%[57.1 µM] | 0.7 | 2 | -7% | -1.5 | -11% | -4% | 3%
CC1(C(=O)NS(=O)(=O)c2ccccc2)CCN1C(=O)CC1CCCC1 (centres undefined) | 6%[57.1 µM] | 0.1 | 15 | -23% | 1.2 | -34% | 0% | -11%
CCCCn1nnnc1C(c1ccccc1)N1CCN(C(=O)C2CCCO2)CC1 (centres undefined) | 6% | 2.4 | -1 | 4% | -0.5 | -24% | 2% | 1%
CCC(=O)Nc1cc(C)c(NC(=O)CCc2ccccc2)cn1 | 5% | -0.9 | 0 | -28% | 0.4 | -1% | 4% | 7%
CCOC(=O)C1CCN(c2c(N3CCN(c4ccccc4OC)CC3)c(=O)c2=O)CC1 | 2% | -2.0 | 0 | 7% | -1.0 | 1% | -1% | 0%
CCCCNC(=O)c1ccc(N2CCC3(CC2)OCCO3)c([N+](=O)[O-])c1 | -30%[57.1 µM] | -1.5 | -1 | 6% | 1.7 | 12% | -4% | -6%
Cc1ccc(/C(O)=C2/C(=O)C(=O)N(CCN3CCOCC3)C2c2cccnc2)cc1 (centres undefined) | -5% | 1.4 | x | -6% | -3.5 | 10% | 9% | 0%
CCOc1nonc1C(=N)/C(C(C)=O)=C(\C)O | -1% | -1.2 | -1 | 0% | 0.6 | 0% | -2% | -4%

Going on with the list:
SMILES | WRN helicase inh | CCT modulator | PI5P4Ka inh | PLK1 PBD inh | IL-2 act | EPAC1 antag | EPAC2 ag | EPAC1 agonist
COc1ccc(C2=Nc3ccccc3N(C(=O)c3ccc(C)cc3)C2C(=O)Nc2c(C)cccc2C)cc1 (centres undefined) | 5% | x | -7 | 1% | -0.8 | 14% | 8% | 4%
CC(=O)c1sc(NC(=O)C=C(C)C)nc1C | -8% | -1.4 | x | -3% | 1.0 | 9% | 9% | 2%
O=C(Nc1cc(C(F)(F)F)ccc1Cl)C(=O)N1CCCCC1 | 6% | -3.5 | -2 | -6% | -2.8 | -11% | -2% | 7%
Cc1nn(C)c(C)c1S(=O)(=O)N(CC(=O)NCc1cccs1)c1ccc(C(C)C)cc1 | 3% | -0.7 | 2 | -8% | 0.0 | -13% | -1% | -13%
CCOC(=O)c1cnc(SCC(=O)Nc2sc(C)c(C)c2C#N)nc1N | -5% | 0.5 | -10 | -24% | -3.9 | 14% | -5% | 0%
CN(CC1CCCO1)S(=O)(=O)c1ccc(C(=O)N2CCN(c3ccccc3)CC2)cc1 (centres undefined) | 7% | -4.1 | -6 | -3% | -0.3 | 15% | 8% | 2%
COc1cc(CNCCN(C)C)c(Br)cc1OCC(=O)NCc1ccccc1 | 1% | 1.5 | 2 | -6% | -0.5 | 1% | 14% | 2%
CCN1C[C@@H]2[C@@H]3C(=O)N(Cc4ccccc4)C(=O)[C@@H]3[C@](CC)(C(=O)OC)N2C1=NC | -1% | 1.2 | 4 | -5% | 0.1 | 1% | 9% | 6%
O=C(CSC1=NC(=O)C(Cc2ccccc2)C(=O)N1)NC1CCCCC1 (centres undefined) | -2% | 0.4 | x | -1% | -1.9 | -3% | 3% | -4%
CC(=O)c1cccc(NC(=O)N2CCCC2C(=O)NCCc2ccccc2)c1 (centres undefined) | -1% | 0.5 | 0 | 2% | 1.2 | 11% | -15% | 0%
O=C(CN1C(=O)NC2(CCc3ccccc32)C1=O)NCc1ccccc1Cl (centres undefined) | 11% | -0.6 | -7 | -14% | 0.1 | -20% | 8% | 1%
CCn1c(C)nc2cc(C(=O)NNS(=O)(=O)c3cc(Br)ccc3Br)ccc21 | -2% | -2.1 | -6 | -10% | 0.3 | -28% | -12% | 0%
NC(=O)C1=C[C@H](c2ccccc2)C[C@H](OCc2ccc(CO)cc2)O1 | 0% | -9.1 | -9 | -12% | 2.8 | -14% | 4% | 0%
COc1ccc(-c2cc(C(=O)Nc3cc(C)n(Cc4ccc(Cl)cc4)n3)no2)cc1OC | -5% | -1.0 | x | 1% | -3.7 | 9% | 6% | -4%
CN(NS(C)(=O)=O)c1ncc(C(F)(F)F)cc1Cl | 3% | 1.9 | -4 | -13% | 1.5 | 5% | -3% | -11%
CCOC(=O)N1CCN(C(=O)c2ccc(CS(=O)(=O)c3ccc(OC)cc3)o2)CC1 | -2% | 0.7 | -11 | 27µM* | 1.3 | -4% | 10% | 4%
Cc1cnc(NC(=O)c2cc(S(=O)(=O)N(C)C)ccc2N2CCCC2)s1 | 7% | -0.5 | -5 | -9% | -0.4 | -4% | 8% | -4%
COc1cccc(CNC(=O)Cn2ccc3cc(S(=O)(=O)N4CCCC4)ccc32)c1OC | -6% | -0.5 | 8 | 30µM* | 1.0 | -24% | 8% | 9%
O=C(/C=C/c1ccc([N+](=O)[O-])cc1)NCCN1C(=O)S/C(=C\c2ccc(F)cc2)C1=O | 1% | -0.9 | 0 | -6% | 2.4 | -2% | 1% | 1%
Cc1ccccc1C(=O)OC1CCN(C)CC1 | -3% | -1.5 | 5 | 0% | -4.2 | 2% | 10% | 8%
COCCNc1nnc(SCC(=O)NC(=O)c2ccccc2)s1 | -15% | 1.5 | -4 | -1% | 0.4 | -10% | 5% | -1%
Cc1c(NC(=O)C(C)OC(=O)CNC(=O)c2ccccc2)c(=O)n(-c2ccccc2)n1C (centres undefined) | 4% | -2.2 | -7 | -6% | -0.8 | -1% | -4% | 7%
CCn1ccnc1[C@@H]1C[C@H]2CN(Cc3cccc(Cl)c3)C(=O)[C@]23CCCN13 | -10%[57.1 µM] | 0.1 | 7 | 1% | 0.4 | -2% | 1% | -1%
O=C(c1cc(F)ccc1F)C1CCCN(C(=O)CCc2cnccn2)C1 (centres undefined) | 6% | 2.0 | -4 | 6% | -0.1 | 7% | 6% | 8%
O=C(CSc1ccccc1)NCC1(N2CCCCC2)CCCCC1 | -9% | -0.3 | 4 | -6% | -2.7 | -10% | 2% | 2%
C[C@H](CO)N1C[C@H](C)[C@@H](CN(C)C(=O)NC2CCCCC2)Oc2ccc(NC(=O)CCC(F)(F)F)cc2C1=O | -3% | 0.6 | 0 | -19% | -0.2 | -5% | -3% | 8%
CCN(CC(=O)Nc1ccc2c(c1)OCCO2)c1ccc(S(=O)(=O)N2CCOCC2)cn1 | -15% | -0.9 | 5 | -12% | 1.7 | 4% | 1% | -1%
CC(C)(C)c1cc(=O)[nH]c(SCc2ccccc2Cl)n1 | -12% | 1.6 | 24 | -20% | 2.3 | -8% | 2% | 1%

3 structures from above, sorted by heavy-atom count, low to high:
SMILES | WRN helicase inh | CCT modulator | PI5P4Ka inh | PLK1 PBD inh | IL-2 act | EPAC1 antag | EPAC2 ag | EPAC1 agonist
CCOC(=O)c1cnc(SCC(=O)Nc2sc(C)c(C)c2C#N)nc1N | -5% | 0.5 | -10 | -24% | -3.9 | 14% | -5% | 0%
COc1cc(CNCCN(C)C)c(Br)cc1OCC(=O)NCc1ccccc1 | 1% | 1.5 | 2 | -6% | -0.5 | 1% | 14% | 2%
C[C@H](CO)N1C[C@H](C)[C@@H](CN(C)C(=O)NC2CCCCC2)Oc2ccc(NC(=O)CCC(F)(F)F)cc2C1=O | -3% | 0.6 | 0 | -19% | -0.2 | -5% | -3% | 8%

High-throughput results (PubChem BioAssay)
